Dynein cargo inh: dynein cargo transport inhibition. 3617.4 mouse cells, GR-EGFP nuclear translocation imaging; test concentration mostly 20 µM; stimulated with dexamethasone, 1 µM; stronger effect = lower value. z-score, hits read low. hit rate 0.47% among 220,000. AID 1381;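 active = plate z-score of nuclear minus cytoplasmic receptor signal below a set negative limit, without overly bright fluorescence or cell loss, cut at about -3.5 in these data, passing the limit was not always enough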;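 note: z-score of nuclear minus cytoplasmic ring GR-EGFP intensity difference per well; some compounds called inactive have numbers as strong as hits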
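Buffer or medium: tet-free, stripped-serum medium; Also added: dexamethasone, 1.0 µM final; Technique: high-content fluorescence imaging after fixation; Times: 48 h induction, 1 h compound, 30 min dex at 37 °C; Read-out: per-cell GR-EGFP intensity, nucleus versus surrounding cytoplasmic ring, well-averaged.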
NOD2 inhibition: inhibition of NOD2-driven NF-kB reporter – cell-based, luminescence, uHTS, HEK293 (AID 1566); inhibition, % at 4 µM; hits with a dose series show EC50 in µM; hit rate 0.63% among 290,000; HEK293 NOD2/NF-kB luciferase reporter, luminescence; higher % means a stronger effect; in the data active = inhibition above about 50%; note: many of its hits are not listed in these tables
Autophagy HCS: modulators of autophagy; AID 463193; hit rate 0.98% among 190,000; calls only at 10 µM (by protocol); MEF GFP-LC3 puncta imaging; test concentration mostly 10 µM;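 active = percentage of spot-positive cells more than 3 SD above its plate mean, without a fluorescence outlier flag or 80% toxicity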;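 note: spot-positive cell cutoff set from DMSO-treated cells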
P. falciparum M17LAP: P. falciparum M17LAP inhibitors, primary screen, biochemical, fluorogenic H-Leu-NHMec substrate, 1536-well (AID 1619); recombinant M17LAP, H-Leu-NHMec fluorogenic kinetic assay; higher % means a stronger effect; one-dose inhibition, % at 30 µM; IC50 in µM for titrated hits; hit rate 0.38% among 220,000;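 active = compound inhibiting the enzyme by more than half at any dose during confirmatory dose-response retesting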;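 note: plate controls were full reaction with DMSO carrier for no effect and no enzyme background for full effect; strong numbers were not always called active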
MT stabilize HCS: stabilizes microtubules in HeLa cells; HeLa tubulin immunostaining HCS, 24 h; share of cells brighter than vehicle mean+2SD; % tubulin-high responders, % at 10 µM; hit rate 0.83% among 200,000; AID 2205;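 active = plate Z-score above 3 for both tubulin-high and condensed-nucleus cell shares, with cell loss under 80%, at 10 µM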;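 note: anti alpha tubulin signal scored within the nucleus-defined area of each cell; some results filed as inactive read as strong as hits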
Insulin prom up: MIN6 insulin promoter up-regulation. MIN6 insulin promoter-GFP reporter, high-content imaging; stronger effect = higher value. z-score at 5 µM. hit rate 0.3% among 190,000. AID 1625;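 active = z-score above 3 at 5 µM with at least 500 cells counted in the well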
b-catenin transl: modulators of beta-catenin nuclear translocation; HeLa beta-catenin nuclear translocation, immunofluorescence imaging; nuclear translocation activity, % at 5 µM; hit rate 0.3% among 190,000; AID 1665;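 active = nuclear translocation activity above 50% at 5 µM, with a well cell count of 50 or more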;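 note: per-cell ratio of nuclear to cytoplasmic median beta-catenin stain intensity; plate controls were DMSO negative control for no effect and GSK-3 inhibitor IX positive control for full effect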
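System: Human HeLa cells, endogenous beta-catenin | Compound dosing: 5 µM primary, 0.02–20 µM confirmation | Timing: 24 h compound exposure at 37°C, 5% CO2 | Measured by: Fluorescence imaging of beta-catenin antibody stain plus DAPI | Read-out basis: % activation of per-cell nuclear versus cytoplasmic median beta-catenin signal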
Yfh1-off respiration: enhancers of respiration in Yfh1-depleted yeast, dose response, Friedreich's ataxia, plus single-dose screen (AID 1465). S. cerevisiae Yfh1-off respiration, WST-1 reduction, 72 h; higher fold induction means a stronger effect. fold induction at 50 µM, or EC50 in µM where a hit was titrated. hit rate 0.074% among 220,000;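 active = fold induction of absorbance versus untreated yeast above a set limit, then at least 30% activation at any dose in follow-up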;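 note: activators that raise dye reduction in frataxin-depleted yeast; strong numbers were not always called active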
NOD1 NF-kB reporter: NOD1 signaling inhibitors, primary screen, cell-based, luminescence, uHTS (AID 1578) | NOD1-driven NF-kB luciferase reporter cells, luminescence; higher % means a stronger effect | inhibition, % at 4 µM; hits with a dose series show EC50 in µM | hit rate 1% among 290,000; in the data active = inhibition mostly above about 36%, no sharp cut-off; inactive = mostly below about 34%;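 note: HEK-293T reporter cells stimulated with the NOD1 agonist gamma-tri-DAP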
Dynein cargo inh cytoplasmic EGFP: recorded beside Dynein cargo inh, whose call it bears; z-score; measured here: cytoplasmic GR-EGFP intensity; stronger effect = higher value
Dynein cargo inh nuclear GR-EGFP: recorded beside Dynein cargo inh, whose call it bears; z-score; measured here: nuclear GR-EGFP intensity;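 lower value marks the stronger effect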
Dynein cargo inh cell count: recorded beside Dynein cargo inh, whose call it bears; z-score; measured here: cell count per field
Insulin prom up cell count: further read-out of Insulin prom up, marked with its call; cell count; measured here: cytotoxicity, nuclei count;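 total cells summed across four imaged fields per well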
b-catenin transl cell count 5 µM: further read-out of b-catenin transl, marked with its call; cell count; measured here: cell count, cytotoxicity flag
MT stabilize HCS Hoechst-high %: recorded beside MT stabilize HCS, whose call it bears; % Hoechst-high responders; measured here: nuclear condensation Hoechst responders;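 share of cells brighter than vehicle mean plus two SD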
MT stabilize HCS cytotoxicity %: recorded beside MT stabilize HCS, whose call it bears; toxicity, %; measured here: cytotoxicity by cell density;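 0% = mean cell density of plate MIN control wells and 100% = no cells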
Autophagy HCS cell loss 18 h: also measured in Autophagy HCS; calls as there; toxicity, %; measured here: cell loss, nuclei count;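 cell loss after 18 h compound exposure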
Active calls of the source: *; i = inactive; / = not tested or not shown; + = active, no number.

SMILES	Dynein cargo inh	Dynein cargo inh cytoplasmic EGFP	Dynein cargo inh nuclear GR-EGFP	Dynein cargo inh cell count	NOD2 inhibition	Autophagy HCS	Autophagy HCS cell loss 18 h	P. falciparum M17LAP	MT stabilize HCS	MT stabilize HCS Hoechst-high %	MT stabilize HCS cytotoxicity %	Insulin prom up	Insulin prom up cell count	b-catenin transl	b-catenin transl cell count 5 µM	Yfh1-off respiration	NOD1 NF-kB reporter
COc1ccc(CCNc2oc(-c3ccc(OC)c(OC)c3)nc2C#N)cc1	-0.85	-0.19	-0.41	0.92	12%	i	-1	8%	2.6	1.5	9.9	0.38	1097	-3.0	1182	i	10%
Cc1cc(SCC(=O)OCC(=O)NC(C)c2ccccc2)c(C)cc1Br (stereo not given)	-0.56	-0.32	-0.53	0.36	-3%	i	4	21%	3.9	2.4	6.6	0.77	1360	-2.2	954	i	-22%
CN(CCOc1ccccc1)CC(=O)Nc1ccc(Cl)c(S(=O)(=O)N(C)C)c1	-0.51	-0.18	0.097	0.98	10%	i	5	-1%	4.4	1.9	13	-0.28	1200	-1.9	1101	i	-26%
Cc1c(NCc2nc3ccccc3[nH]2)c(=O)n(-c2ccccc2)n1C	-0.81	-0.32	-0.33	0.18	-1%	i	-7	12%	5.1	3.6	2.7	-0.04	1124	-4.3	923	i	-15%
Cc1cc(C)nc(NC(=NCc2ccc3c(c2)OCO3)NC(=O)Nc2ccccc2)n1	1.1	-0.18	0.96	0.2	-6%	i	-5	-4%	1.8	1.9	18	-1.4	1795	-1.0	1094	i	-14%
CCOC(=O)c1ccc(N2C(=O)CC(N3CCC(C(N)=O)(N4CCCCC4)CC3)C2=O)cc1 (stereo not given)	-1.5	-0.21	-0.77	0.54	0%	+	-1.6*	-8%	2.8	1.3	7.3	/	/	-1.2	1194	i	-43%
Cc1ccc(S(=O)(=O)N2CCCN(S(=O)(=O)c3ccc(C(F)(F)F)cc3)CC2)cc1	0.2	-0.21	0.37	-0.32	11%	i	12	4%	4.5	1.5	3.6	-0.48	1157	-3.1	892	i	15%
COc1ccccc1CNC(=O)CCn1c(=O)sc2ccccc21	-0.69	-0.07	-0.26	-0.061	13%	i	4	24%	4.5	1.8	9.7	-0.13	1295	-0.7	1223	i	1%
CCOC(=O)N1CCN(CC(=O)Nc2cc(OC)c(OC)cc2C#N)CC1	-0.55	-0.27	-0.27	0.42	9%	i	-41	-6%	3.2	1.1	1.6	0.25	1283	-0.7	1089	i	-50%
COc1ccc(S(=O)(=O)CCC(=O)Nc2ccc(OC)cc2OC)cc1	-0.36	-0.14	0.66	-0.036	14%	i	-17	-2%	2.3	1.4	5.3	0.03	1229	2.0	988	i	-12%
CCN(CC)CCCNC(=O)c1[nH]c(C)c(C(=O)NC2CCCCC2)c1C	1.6	0.29	0.97	-1.2	23%	i	6	17%	0.8	2.1	12	-0.16	993	2.8	1156	i	10%
CC(C)(C)c1ccc2c(c1)OC(C(=O)N/N=C/c1ccc([N+](=O)[O-])o1)CO2 (stereo not given)	-1.2	-0.098	-0.63	1.1	6%	/	/	6%	/	/	/	0.27	1240	-0.2	1316	i	10%
Cc1ccc(NC(=O)CSc2nnc(/N=C/N(C)C)s2)cc1	1.6	-0.17	1	-1.3	17%	i	19	5%	3.3	1.4	6.3	/	/	1.6	791	i	-38%
COc1cccc(C2CC(c3ccccc3)Nc3ncnn32)c1 (stereo not given)	1.3	-0.14	0.91	-1.5	2%	i	2	-2%	4.8	1.4	11	1.4	1179	/	/	i	27%
Cc1ccc(S(=O)(=O)N2CCC(=O)N(C(COCc3ccc(C(F)(F)F)cc3)C(C)C)CC2)cc1 (stereo not given)	-0.78	-0.29	0.16	0.57	11%	i	9	-5%	2.8	4.3	7.4	-1.1	1154	/	/	i	-6%
COc1ccc(Cl)cc1NC(=O)c1cc(-c2ccc(C)cc2O)n[nH]1	-0.45	-0.21	-0.22	0.61	4%	/	/	-4%	/	/	/	-0.08	1415	-3.5	1154	i	-6%
COC(=O)c1ccc2c(=O)n(CC3CCCO3)c(SCC(=O)NCCc3ccc(S(N)(=O)=O)cc3)nc2c1 (stereo not given)	-0.87	-0.28	-0.49	0.97	19%	i	3	12%	2.2	1.9	5.0	-0.1	1226	/	/	i	-13%
Cc1ccc(NCN2C(=O)C3CC=CCC3C2=O)cc1 (stereo not given)	0.14	-0.21	-0.05	0.48	-2%	i	22	0%	5.3	2.6	5.7	/	/	5.7	483	i	-50%
O=C(O)c1sccc1S(=O)(=O)N1CCN(c2ccc(C(F)(F)F)cn2)CC1	-0.046	-0.28	-0.24	0.67	9%	/	/	0%	/	/	/	-0.39	1485	-2.0	1072	i	2%
CSCCC(NC(C)=O)C(=O)Oc1ccc2c3c(c(=O)oc2c1)CCCC3 (stereo not given)	-3	0.39	-1	-0.048	3%	i	13	i	6.0	2.5	2.9	1.1	1370	-0.4	655	i	-5%
COc1ccccc1CCNC(=O)c1cnn2c(C(F)F)cc(C)nc12	-0.035	-0.12	0.21	-0.51	14%	i	-4	6%	5.1	1.6	12	/	/	4.6	1003	i	2%
CCOc1ccc(NC(=O)CN2CC(c3ccccc3)CC2=O)cc1 (stereo not given)	0.43	-0.18	0.23	-0.12	-11%	/	/	27%	2.7	3.1	9.1	-0.53	1816	-0.1	1114	i	-16%
COc1ccccc1C(=O)Nc1nnc(SCC(=O)Nc2ccc3c(c2)oc2ccccc23)s1	-0.35	-0.12	-0.59	0.66	-127%	i	-12	-8%	2.9	3.2	12	-0.54	1307	1.8	529	i	22%
O=C(Cn1nnc2ccccc2c1=O)NCCc1ccccc1	-0.077	-0.27	0.027	1.3	1%	i	-9	9%	3.0	3.2	9.7	-0.21	1467	-1.2	1033	i	-1%
Cc1c(CCOC(=O)c2cc([N+](=O)[O-])cc([N+](=O)[O-])c2)sc[n+]1CC(=O)c1ccc(Br)cc1	1.4	-0.17	0.97	-1.6	0%	i	19	-5%	4.2	1.7	3.5	0.05	1254	2.7	941	i	49%*

(cont.)
SMILES	Dynein cargo inh	Dynein cargo inh cytoplasmic EGFP	Dynein cargo inh nuclear GR-EGFP	Dynein cargo inh cell count	NOD2 inhibition	Autophagy HCS	Autophagy HCS cell loss 18 h	P. falciparum M17LAP	MT stabilize HCS	MT stabilize HCS Hoechst-high %	MT stabilize HCS cytotoxicity %	Insulin prom up	Insulin prom up cell count	b-catenin transl	b-catenin transl cell count 5 µM	Yfh1-off respiration	NOD1 NF-kB reporter
Cc1ccc2c(COC(=O)CC3Sc4ccccc4NC3=O)cc(=O)oc2c1C (stereo not given)	1.2	-0.22	0.7	-0.78	13%	i	6	-14%	3.6	2.6	8.3	-0.41	1388	-3.7	521	i	-9%
O=C(O)/C=C\C(=O)Nc1ccc(N2CCN(c3ccc(Cl)cc3)CC2)cc1	0.055	-0.25	-0.027	-0.095	-7%	i	0	10%	2.0	1.6	7.8	/	/	-1.6	1070	i	-43%
COc1cc(OC)c2c(-c3ccccc3)cc(=O)oc2c1C(CC(=O)N1CCOCC1)c1ccc2c(c1)OCO2 (stereo not given)	-0.82	-0.78	-0.33	0.31	8%	/	/	-1%	/	/	/	/	/	-1.2	1213	i	-6%
CC(C)NCc1cccc([N+](=O)[O-])c1	0.12	-0.14	-0.031	-0.38	-9%	i	10	9%	3.5	3.6	6.3	0.07	1110	2.0	904	i	12%
O=C(O)CCSCc1ccccc1F	-0.45	-0.22	0.14	0.63	1%	i	-13	-1%	1.7	3.1	9.9	0.22	1305	/	/	i	-1%
CCOC(=O)CSc1nnc([C@H](C)NC(=O)OC(C)(C)C)o1	3.4	-0.18	2.4	-1.5	9%	i	8	6%	2.9	1.2	6.8	-0.28	978	1.4	1010	i	-42%
CC1CC(C)CN(C(=O)C(C)N(C)CC(=O)Nc2ccc(Cl)cc2)C1 (stereo not given)	0.61	-0.19	0.45	-0.74	4%	i	23	-4%	1.4	1.0	6.6	-0.42	1390	0.0	1091	i	-25%
O=C(Nc1ccc(F)cc1)NC1CCN(Cc2ccccc2)CC1	1.1	-0.26	1	-0.53	17%	i	5	8%	4.6	2.7	11	-3.3	1660	-4.7	1065	i	-13%
CC(=O)/C(=N/Nc1cccc(Cl)c1)N1CCOCC1	-0.47	-0.15	0.0098	0.52	-87%	i	24	9%	2.9	1.5	8.2	0.29	910	4.9	1014	i	-28%
O=C(Nc1nc2c(s1)CCCC2)c1cc(-c2ccccc2)nc2ccccc12	-0.38	-0.31	-0.52	0.29	16%	i	-15	-14%	4.7	4.8	1.7	0.22	1390	-2.0	1091	i	-15%
O=C(Nc1nnc(CCN2CCCCC2)s1)c1ccc(Cl)cc1Cl	0.31	-0.18	0.36	-0.46	15%	/	/	1%	/	/	/	-0.2	1078	0.5	1337	i	10%
COc1ccc(C(=O)NCC2(c3ccccc3)CCOCC2)cc1	2.4	-0.24	2	-1.5	-26%	/	/	-5%	/	/	/	0.03	1094	0.2	1327	i	9%
COC(=O)c1cccc(NC(=O)/C=C/c2ccc([N+](=O)[O-])cc2)c1	0.17	-0.12	-0.18	-1.6	-6%	i	18	3%	2.4	1.2	0.8	0.2	1507	2.3	1131	i	-26%

Assay outcomes from PubChem.

This is a subset; rates above refer to the full screens.
